PolyA inh – blocks polyadenylation in yeast reporter cells; 300,000 compounds, 0.02% hits; S. cerevisiae SKY197-pL101 polyadenylation reporter, beta-gal luminescence; efflux-impaired pdr1/pdr3 knockout yeast; score 100 = 6 SD above DMSO; calls only at 12 µM; AID 1875;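 active = lowest replicate activity score at least 50, where 100 means six control SD above control mean; inconclusive = lowest score under 50 but half or more replicates reach 50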;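 note: yeast exposed to compound for 9 h at 30 °C; higher score means more reporter readthrough which indicates perturbed polyadenylation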
KCNK9 inh – human KCNK9 channel inhibition | 310,000 compounds, 1.2% hits | HEK293 KCNK9, FluxOR thallium flux fluorescence; hits give low values | B-score at 10 µM;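 active = ratio B-score over 3 SD below the library mean, with starting fluorescence within 5 SD of its mean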;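 note: negative B-score means less thallium flux so channel inhibition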
Target sequence (Q9NPC2 whole entry, looked up): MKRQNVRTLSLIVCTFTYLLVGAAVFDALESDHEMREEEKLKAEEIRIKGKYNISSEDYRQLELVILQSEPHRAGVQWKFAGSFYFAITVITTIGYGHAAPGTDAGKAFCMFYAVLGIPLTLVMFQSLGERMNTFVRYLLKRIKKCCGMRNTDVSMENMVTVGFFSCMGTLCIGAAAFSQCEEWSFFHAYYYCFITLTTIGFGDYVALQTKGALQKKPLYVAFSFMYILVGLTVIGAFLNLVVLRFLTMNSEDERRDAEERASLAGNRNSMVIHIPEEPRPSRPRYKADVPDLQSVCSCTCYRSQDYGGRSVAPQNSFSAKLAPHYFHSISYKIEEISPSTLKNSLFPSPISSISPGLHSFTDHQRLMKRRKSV
Dyrk1A ADPGlo – Dyrk1A (rat) kinase inhibition; ADP-Glo luminescence, NFATc1 peptide; 310,000 compounds, 0.43% hits; inhibition, % at 12.5 µM; Q63470; in the data active = inhibition above about 50%;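 note: plate controls were vehicle with enzyme for no effect and no enzyme for full effect; many of its hits are not listed in these tables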
RGS4 act – potentiators or activators of RGS4. HEK293 M3R/inducible RGS4, carbachol calcium flux Fluo4; hits give low values. B-score at 10 µM. AID 463111. 310,000 compounds, 0.92% hits;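 active = B-score of the integrated calcium signal more than 4 SD below the library mean, with starting fluorescence not abnormally high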;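 note: negative B-score means reduced calcium response which marks RGS4 activation or potentiation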
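Reagent: ECmax carbachol challenge; Test system: M3R-expressing HEK293 line, RGS4 induced by doxycycline; Schedule: overnight RGS4 induction, 30 min dye load 37 °C, 20 min compound RT; Detection: calcium dye Fluo4 fluorescence; Read-out: Agonist-evoked peak-minus-minimum fluorescence over baseline, integrated ratio, B score.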
GSK3A inh – blocks human GSK-3 alpha kinase | ADP-Glo luminescence, 60 min | 320,000 compounds, 0.1% hits | inhibition, % at 10 µM;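 in the data active = inhibition above about 50%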;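 note: GST-tagged GSK-3 alpha with peptide substrate and 25 µM ATP; 0% = DMSO neutral wells and 100% = GW8510 positive control wells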
KCNQ1 block – blocks the human KCNQ1 potassium channel; P51787; CHO-K1 KCNQ1, FluxOR thallium flux fluorescence; hits give high values; B-score at 10 µM; 310,000 compounds, 1.3% hits;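 active = compounds whose thallium flux B-score, printed positive for inhibition, exceeds three library SD while starting fluorescence stays within three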;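 note: channel opened by potassium depolarization with thallium stimulus after 20 min compound exposure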
GSK3B inh – blocks human GSK3beta kinase activity | P49841 | GST-GSK3beta kinase, ADP-Glo luminescence, 60 min; hits give low values | activity score (negative = inhibition), % at 10 µM | 300,000 compounds, 0.038% hits;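 active = more than half of replicate wells score below -50%, meaning over 50% inhibition versus plate controls; inconclusive = some replicates but at most half score below -50%; inactive = no replicate scores below -50%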;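 note: 0% = median DMSO wells and -100% = median GW8510 positive control wells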
Target sequence (P49841 whole entry, looked up): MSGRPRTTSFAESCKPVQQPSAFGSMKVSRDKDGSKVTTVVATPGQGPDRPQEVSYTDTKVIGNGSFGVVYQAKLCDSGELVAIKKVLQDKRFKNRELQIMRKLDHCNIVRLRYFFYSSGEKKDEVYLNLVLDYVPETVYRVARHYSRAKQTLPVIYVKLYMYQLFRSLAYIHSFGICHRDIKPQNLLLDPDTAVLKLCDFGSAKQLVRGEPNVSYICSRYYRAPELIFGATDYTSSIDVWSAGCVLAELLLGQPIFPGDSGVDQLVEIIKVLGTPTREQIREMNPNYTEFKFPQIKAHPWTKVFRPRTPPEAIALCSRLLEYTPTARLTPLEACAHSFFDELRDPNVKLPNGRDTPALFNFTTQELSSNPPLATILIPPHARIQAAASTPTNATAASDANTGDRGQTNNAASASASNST
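test system = GST-tagged human GSK3beta kinase, cell-free | reagent = 25 µM ATP with peptide substrate | dosing = one dose of 10 µM per compound | schedule = 60 min reaction, RT | detection = luminescent ADP-Glo measurement of ADP formed | control set = DMSO neutral wells and GW8510 at 20 µM as positive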
HDAC3 inh – human HDAC3 inhibition; inhibition, % at 8.3 µM; 320,000 compounds, 0.15% hits; recombinant HDAC3, fluorogenic peptide/trypsin coupled, fluorescence; O15379; in the data active = inhibition above about 26%, passing the limit was not always enough; inconclusive = no clear call, values can overlap the other calls
KCNQ1 pot – potentiates or activates the human KCNQ1 potassium channel. P51787. CHO-K1 KCNQ1, thallium flux FluxOR fluorescence; hits give high values. B-score at 10 µM. 310,000 compounds, 0.35% hits. AID 2648;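 active = fluorescence ratio B-score, a plate-corrected score, at least three library SD, with initial intensity B-score within 5 SD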
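Material: CHO-K1 cells stably expressing KCNQ1. Medium: assay buffer for compound exposure, DMSO matched across wells. Reagent: K+/Tl+ depolarizing stimulus. Compound dosing: single-concentration screen. Times: 37 °C overnight plating, 90-min dark dye load, 20-min compound pretreatment. Technique: FluxOR Tl+ flux fluorescence.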
hERG protect – shields human hERG channel from block by proarrhythmic agents. Q12809. CHO-hERG, FluxOR thallium flux, dofetilide IC70 present. activation (rescue from dofetilide block), less the hit threshold, % at 10 µM. 310,000 compounds, 0.51% hits. AID 1511;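 active = activation above the mean of controls blocked by dofetilide plus 5 SD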;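 note: thallium influx through hERG after potassium depolarization seen as dye fluorescence rise; in these data hits start at about 4.7%; inactives centre near -7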
KCNK3 block – human KCNK3 channel inhibition, primary screen | B-score at 10 µM | O14649 | AID 602410 | CHO-KCNK3 thallium flux, FluxOR fluorescence; hits give low values | 340,000 compounds, 0.84% hits;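 active = B-score under library mean minus 4 SD, starting fluorescence ratio at most library mean plus 5 SD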;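 note: more negative B-score means stronger inhibition of thallium flux through KCNK3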
The depositor's hits bear a star; i = inactive; ? = inconclusive; . = no result given. Some of the compounds tested, so the mix of outcomes need not match the whole.

structure	PolyA inh	KCNK9 inh	Dyrk1A ADPGlo	RGS4 act	GSK3A inh	KCNQ1 block	GSK3B inh	HDAC3 inh	KCNQ1 pot	hERG protect	KCNK3 block
COc1ccc(C(=O)Nc2ccccc2N2CCN(C(=O)C(C)C)CC2)cc1Cl	i	i	-2	i	-1	i	1	0	i	-12	i
O=C(COc1ccc(Cl)cc1)Nc1cnn(Cc2c(Cl)cccc2Cl)c1	i	i	-2	i	-7	i	0	-2	i	-9	i
Cc1cc(NC(=O)CCC(=O)N(Cc2ccco2)C(C)(C)C(=O)NC2CCCCC2)no1	i	i	0	i	1	i	1	-3	i	-12	i
COc1ccc(CNC(=O)C(C)OC(=O)CN2C(=O)COc3ccccc32)cc1 (stereo unspecified)	i	i	2	i	-1	i	0	-3	i	-4	i
CC(=O)O[C@@H]1[C@@]2(C)O[C@H]2CC[C@]23O[C@H]2[C@H](OC3=O)C2=C(C)C(=O)O[C@@]21O	i	i	-1	i	5	i	1	-4	i	-9	i
CCOC(=O)c1c(C)[nH]c(C(=O)/C(C#N)=C/c2ccc(OCC)cc2)c1C	i	i	-1	-7.6*	1	i	1	-16	i	-14	i
CCCCC(=O)OCC(=O)Nc1cccc(S(=O)(=O)NC2=NCCCCC2)c1	i	i	-4	i	-10	i	1	1	i	-5	i
O=C(CCCl)N(Cc1nc2ccccc2c(=O)[nH]1)Cc1cccs1	i	i	.	i	-1	i	-2	-6	i	-13	i
Cc1onc(-c2ccccc2)c1C(=O)N/N=C/c1ccc(Br)cc1	i	i	-2	i	1	i	0	-1	i	-6	i
Cn1c(=O)oc2cc(C(=O)c3ccccc3)ccc21	i	i	-5	i	-3	i	0	7	i	-14	i
CCC(C)(C)NC(=O)C(c1ccccc1Cl)N(C(=O)CCC(=O)Nc1cc(C)on1)C(C)(C)C (stereo unspecified)	i	i	1	i	0	i	2	8	i	-3	i
Cc1onc(-c2c(F)cccc2Cl)c1C(=O)N1CCN(c2ncccn2)CC1	i	i	-3	i	-1	i	0	-3	i	-2	i
O=C1CC(=C(c2ccccc2)c2ccccc2)C(=O)N1CCN1CCN(c2cccc(Cl)c2)CC1	i	i	-1	i	3	i	1	6	i	-5	i
CC(Oc1ccc(Cl)cc1Cl)C(=O)NCCCCc1ccccc1 (stereo unspecified)	i	i	-11	i	0	i	3	1	i	-10	i
O=c1c2c(n3nnnc3n1-c1ccccc1)-c1ccccc1CC21CCCC1	i	i	2	i	0	i	-1	-6	i	-5	i
Cc1ccc2c(c1)N(CC(=O)OC(CC(C)C)C(=O)NC1CCCC1)C(=O)CO2 (stereo unspecified)	i	i	2	i	-1	i	0	-2	i	-14	i
CN=C1c2cc3c(Br)c(OC)ccc3n2CCN1C	i	i	0	i	0	i	1	14	i	-13	i
O=C(O)c1cccc(NC(=O)C2CCCO2)c1 (stereo unspecified)	i	i	1	i	-4	i	3	1	i	-4	i
CN1CCCN(S(=O)(=O)c2cccc(C#N)c2)CC1	i	i	0	i	1	i	-3	.	i	-4	i
O=C(c1ccc2c(c1)OCCO2)C1CCN(S(=O)(=O)c2ccccc2F)CC1	i	i	4	i	-1	i	-5	3	i	-12	i
O=C(COc1ccc(S(=O)(=O)N2CCOCC2)cc1Cl)NCCCn1ccnc1	i	i	1	i	-2	i	-2	0	i	-8	i
O=C(CSc1ccc(-c2ccco2)nn1)c1cccc([N+](=O)[O-])c1	i	i	1	i	0	i	1	24	i	-8	i
Cc1ccc2[nH]c3c(=O)[nH]ncc3c2c1	i	i	7	i	1	i	1	-3	i	-2	i
COc1ccc(NC(=O)N2CCCC2C(=O)NCc2ccc(C)cc2)cc1 (stereo unspecified)	i	i	-3	i	-1	i	0	?	i	-7	i
C=C(C)COc1ccc(-c2nc(N)ncc2Oc2ccc(OC)cc2)c(O)c1	i	i	-5	i	-2	i	4	9	i	-13	i
Cc1cc(S(=O)(=O)N2CC(=O)N(CCc3ccccc3)C(=O)C2)ccc1F	i	i	-8	i	-1	i	1	6	i	-2	i
OCCN1CCN(C2CCC(c3ccc(F)cc3)c3ccc(F)cc32)CC1 (stereo unspecified)	i	i	.	i	3	i	-2	4	i	-15	i
O=C(O)c1cc(NC(=O)c2ccco2)cc(NC(=O)c2ccco2)c1	i	i	-2	i	-3	i	0	1	i	-5	i
COc1ccc(C2=NN(C(=O)CCCC(=O)O)C(c3cn(-c4ccccc4)nc3-c3ccccc3)C2)cc1 (stereo unspecified)	i	i	3	i	-4	i	4	-13	i	-11	i
O=C(NCCCN1CCCC1)Nc1cccc2ccccc12	i	i	5	i	-1	i	1	-9	i	-10	i
CC1CCCCC1NC(=O)c1ccc(CSc2nc3ccncc3[nH]2)cc1 (stereo unspecified)	i	i	16	i	8	i	2	-2	i	-14	i
CCCCOC(=O)c1cccnc1	i	i	-6	i	-2	i	0	0	i	-4	i
COC(=O)CSc1nnc(NC(=O)CCc2ccccc2)s1	i	i	-2	i	-1	i	1	1	i	-6	i
CCOc1ccc(-n2cnnn2)cc1S(=O)(=O)Nc1c(C)cccc1C	i	i	0	i	-2	i	-2	4	i	-2	i
Cc1c(C(=O)NCc2ccccn2)sc2nc(-c3ccccc3)cn12	i	i	3	i	-1	i	-1	1	i	-8	i
COC(=O)c1cccc(CN2C(=O)SC(Nc3ccc(C)cc3)C2=O)c1 (stereo unspecified)	i	i	0	i	0	i	2	1	i	1	i
Cc1cc(Br)c(NC(=O)CCNC(=O)OCc2ccccc2)cc1C	i	i	.	i	-2	i	1	7	i	1	i
COc1ccc(OC)c(C(=O)c2nc3c(n2O)CCCCC3)c1	i	i	1	i	-4	i	1	9	i	-11	i
COc1ccc(S(=O)(=O)N2CCN(C(=O)c3ccc([N+](=O)[O-])o3)CC2)cc1	i	i	-2	i	-1	i	0	-7	i	-5	i
CCCOc1ccccc1C1CC(=O)NC2=C1C(=O)CCC2 (stereo unspecified)	i	i	-1	i	.	i	0	.	i	-7	i
Cn1c(SCC(=O)Nc2ccc3c(c2)OCCO3)nnc1-c1ccccn1	i	i	2	i	0	i	0	0	i	-17	i
COc1ccc(-c2nnc(NC(=O)c3cccs3)s2)c(OC)c1	i	i	14	i	-2	i	-1	-2	i	-3	i
CCc1ccc(CNC(=O)C(=O)NCC2CCCO2)cc1 (stereo unspecified)	i	i	.	i	-1	i	-2	-6	i	-9	i
O=C(c1ccccc1)N1CCN(Cc2ccc3c(c2)OCO3)CC1	i	i	3	i	-1	i	5	-2	i	1	i
CCOC(=O)N1CCc2c(sc(NC(=O)CCS(=O)(=O)c3ccccc3)c2C(N)=O)C1	i	i	32	i	9	i	-10	-2	i	-11	i
CCN(CC(=O)Nc1c(F)cccc1F)C(=O)CSCc1c(C)noc1C	i	i	-3	i	-1	i	0	-3	i	-17	i
Cc1ccc(NC(=O)c2ccc(Oc3ncccn3)cc2)cc1	i	i	14	i	3	i	0	-12	i	-15	i
Cc1ccc(C)c(NC(=O)CCC(=O)NNC(=O)COc2cc(C)ccc2C)c1	i	i	-9	i	1	i	-1	-2	i	-9	i
O=C(CCCCn1c(=O)[nH]c2ccccc2c1=O)N1CCN(c2cccc(C(F)(F)F)c2)CC1	i	i	6	i	-5	i	0	10	i	-14	i
O=C(c1cccc(Br)c1)N1CCN(S(=O)(=O)N2CCCCC2)CC1	i	i	-2	i	.	i	-1	.	i	-8	i
O=C(NCc1ccc(Cl)cc1Cl)C1CC(=O)N(Cc2ccccc2)C1 (stereo unspecified)	i	i	3	i	-2	i	0	-9	i	-5	i
COc1ccc(N2CCN(C(CNC(C)=O)c3ccc4c(c3)OCO4)CC2)cc1 (stereo unspecified)	i	i	-1	i	1	i	0	2	i	-5	i
CCSC1=NC(=O)/C(=C2/C=Cc3ccccc3N2CC)S1	i	i	5	i	3	i	-2	0	i	-8	i
Cn1c2ccccc2c2ncn(CCCN3CCOCC3)c(=O)c21	i	i	6	i	1	i	0	-11	i	-15	i
Cc1ccccc1NC(=O)Oc1cccc(OC(=O)c2ccccc2)c1	i	i	3	i	-1	i	-4	-2	i	-3	i
Cc1cccc(N2C(=O)CC(N3CCN(c4ccccc4)CC3)C2=O)c1 (stereo unspecified)	i	i	2	i	-5	i	4	4	i	4	i
Cc1nc2sc3c(c2c(=O)[nH]1)CCC3	i	i	8	i	8	i	1	4	i	-12	i
COc1ccccc1OCCNC(=O)c1cc([N+](=O)[O-])cc([N+](=O)[O-])c1	i	i	-3	i	-1	i	-4	1	i	-14	i
Cc1cc(C)c(C#N)c(SCc2ccc(C#N)cc2)n1	.	i	-7	i	-2	i	1	-4	i	-3	i
CC1(C)Cc2c(C#N)c(NCCc3ccccc3)nc(-c3ccco3)c2CO1	i	i	5	i	-3	i	3	-4	i	-8	i
COC(=O)c1cc(C(=O)c2cc(Cl)ccc2O)coc1=N	i	i	.	i	-2	i	2	6	i	-10	i
COc1ccc(N2Nc3n[nH]c(N)c3N2)cc1	i	i	61*	i	19	i	-2	6	i	-10	i
CC(C)c1ccc(NC(=O)C(c2ccc3c(c2)OCO3)N2CCN(C(=O)c3ccco3)CC2)cc1 (stereo unspecified)	i	i	-17	i	-3	i	3	-2	i	-1	i

Some of these compounds in order of the Dyrk1A ADPGlo value, descending.
canonical_smiles | PolyA inh | KCNK9 inh | Dyrk1A ADPGlo | GSK3A inh | KCNQ1 block | GSK3B inh | HDAC3 inh | KCNQ1 pot | KCNK3 block
CCOC(=O)N1CCc2c(sc(NC(=O)CCS(=O)(=O)c3ccccc3)c2C(N)=O)C1 | i | i | 32 | 9 | i | -10 | -2 | i | i
Cn1c2ccccc2c2ncn(CCCN3CCOCC3)c(=O)c21 | i | i | 6 | 1 | i | 0 | -11 | i | i
O=C(c1ccccc1)N1CCN(Cc2ccc3c(c2)OCO3)CC1 | i | i | 3 | -1 | i | 5 | -2 | i | i

Source: PubChem
